# Screens: PubChem BioAssay, several laboratories
# PriA SSB inh: inhibitors of Klebsiella pneumoniae PriA binding to SSB C-terminal tail, primary screen, biochemical, AlphaScreen; PriA–SSB C-terminal tail interaction (Klebsiella pneumoniae); AlphaScreen SSBct-PriA binding, biotinylated peptide; inhibition, % at 33 µM; hit rate 0.6% among 430,000; AID 1272365, 2023; in the data active = inhibition mostly above about 37%, no sharp cut-off; inactive = mostly below about 20%;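 also: plate controls were negative control peptide for no effect and reference peptide for full effect; strong numbers were not always called active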
# PrPC TRFRET: inhibitors of human cell surface prion protein PrPC, primary screen, cell-based, TR-FRET | TR-FRET read-out | Major prion protein (Homo sapiens), P04156 | hit rate 0.43% among 370,000 | inhibition, % at 13.8 µM; in the data active = inhibition above about 24%; also: 0% = median of the test wells and 100% = reference compound wells
# TcdB GH inh: TcdB glycohydrolase inhibitors, primary screen, biochemical, single point, plate reader; Toxin B (Clostridioides difficile), P18177; TcdB glycohydrolase enzymatic assay; inhibition, % at 9.99 µM; hit rate 0.24% among 350,000; AID 652162, 2013; in the data active = inhibition above about 10%
# Yp Topo-I inh: Yersinia pestis topoisomerase I inhibitors, primary screen, biochemical, cleavage product accumulation, plate reader, single point; activity, % at 10 µM; DNA topoisomerase I (Yersinia pestis CO92); hit rate 0.064% among 360,000; AID 504884, 2011; Y. pestis Topo-I cleavage product accumulation; in the data active = activity above about 50%, passing the limit was not always enough; also: inactives centre near 2
# CCHFV vOTU inh: CCHFV vOTU protease inhibitors, primary screen, biochemical, Pep-AMC substrate, fluorescence; AID 651958, 2012; Crimean-Congo hemorrhagic fever virus L polyprotein viral ovarian tumor (vOTU) protease …; inhibition, % at 11.5 µM; hit rate 0.55% among 370,000; in the data active = inhibition above about 30%; also: 0% = vehicle wells with enzyme and 100% = no enzyme wells
# Rv3671c protease: Rv3671c serine protease inhibitors, primary screen, biochemical, fluorescence polarization, M. tuberculosis H37Rv; P9WHR9; hit rate 0.048% among 320,000; inhibition, % at 5.96 µM; AID 2606, 2010; in the data active = inhibition above about 38%;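 also: extracellular domain of Rv3671c used as enzyme; 0% = enzyme with DMSO and 100% = no enzyme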
# Target sequence (P9WHR9 whole entry, looked up, the tested form may be a part): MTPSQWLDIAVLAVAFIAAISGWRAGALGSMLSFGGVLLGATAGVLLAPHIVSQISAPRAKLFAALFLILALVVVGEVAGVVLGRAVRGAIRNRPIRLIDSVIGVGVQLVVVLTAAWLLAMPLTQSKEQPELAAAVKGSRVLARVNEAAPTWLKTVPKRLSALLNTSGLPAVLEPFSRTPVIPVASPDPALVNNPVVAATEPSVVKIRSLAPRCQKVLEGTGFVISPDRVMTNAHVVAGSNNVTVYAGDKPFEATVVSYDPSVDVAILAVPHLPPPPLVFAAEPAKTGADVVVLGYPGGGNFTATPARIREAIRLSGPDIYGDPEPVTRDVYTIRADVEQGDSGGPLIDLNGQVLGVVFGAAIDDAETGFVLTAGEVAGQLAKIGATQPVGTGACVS
# MazEF act: activators of E. coli MazEF toxin-antitoxin RNase, primary screen, biochemical, fluorescence, uHTS. FAM/BHQ RNA-DNA oligo cleavage fluorescence, 5 h. hit rate 0.32% among 350,000. Endoribonuclease toxin MazF (Escherichia coli (strain K12)), P0AE70. activation, % at 20 µM; in the data active = activation above about 50%
# Target sequence (P0AE70 whole entry, looked up): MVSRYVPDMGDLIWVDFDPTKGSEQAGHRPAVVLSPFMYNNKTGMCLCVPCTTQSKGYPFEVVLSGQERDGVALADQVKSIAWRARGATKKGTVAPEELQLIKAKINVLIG
# BH1578 lux ind: inducers of Vibrio cholerae quorum light production without autoinducers, primary screen, BH1578 luxS cqsA deficient, single point; V. cholerae BH1578 lux reporter, luminescence, 6 h; activation, % at 18.7 µM; hit rate 0.16% among 350,000; in the data active = activation mostly above about 9.7%, no sharp cut-off; also: not every result past the cut was called active; inactives centre near 0; reference of the scale not given here
# VHR inh abs: VHR1 phosphatase inhibitors, primary screen, biochemical, absorbance, uHTS. recombinant VHR phosphatase, pNPP absorbance. hit rate 0.52% among 290,000. inhibition, % at 13.3 µM. Dual specificity protein phosphatase 3 (Homo sapiens), P51452; in the data active = inhibition above about 50%; also: some compounds called inactive have numbers as strong as hits
# Target sequence (P51452 whole entry, looked up): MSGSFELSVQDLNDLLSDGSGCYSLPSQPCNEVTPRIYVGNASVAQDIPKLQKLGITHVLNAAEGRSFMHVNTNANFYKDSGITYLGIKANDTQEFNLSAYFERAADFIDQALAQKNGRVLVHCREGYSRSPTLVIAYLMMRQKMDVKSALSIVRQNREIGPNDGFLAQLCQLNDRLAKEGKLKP
# SARS 3CLpro inh: SARS-CoV 3CLpro protease inhibitors, primary screen, biochemical, quenched FRET; Replicase polyprotein 1ab (Severe acute respiratory syndrome coronavirus), P0C6X7; recombinant SARS-CoV 3CLpro, quenched FRET peptide cleavage; inhibition, % at 6 µM; hit rate 0.14% among 290,000; AID 1706, 2009; in the data active = inhibition above about 12%
# * hit, by the source's call; i = inactive; nt = not tested or not shown; & = joins results of further samples. An excerpt; rates above refer to the full screens.
SMILES,PriA SSB inh,PrPC TRFRET,TcdB GH inh,Yp Topo-I inh,CCHFV vOTU inh,Rv3671c protease,MazEF act,BH1578 lux ind,VHR inh abs,SARS 3CLpro inh
COc1ccc(CCNC(=O)C2CCCN2C(=O)NC2CCCCC2)cc1OC (configuration not stated),-1.3,7.2,nt,0.3,1.5,-6.2,-3.2,i,-5.4,-5.7
Cc1ccc(NC(=O)COC(=O)CN2C(=O)NC3(CCCC3)C2=O)cc1F,-10.6,3.3,0.7,3.5,-1.7,5.4,5.0,i,nt,nt
O=C(NNC(=S)Nc1ccccc1)c1ccccc1[N+](=O)[O-],-6.3,-6.7,0.5,0.4,-2.3,-3.0,-1.7,i,24.5,4.6
O=C(Nc1ccccc1)N1CCC(=S)Nc2ccccc21,8.3,5.0,nt,8.4,-2.8,4.7,2.5,-1.7,-1.5,-0.1
COCCCNS(=O)(=O)c1ccc2c(c1)CCN2C(C)=O,5.0,1.0,nt,-0.9,4.0,-0.5,11.5,-0.3,17.8,4.4
O=C(CSc1nc2c(c(=O)[nH]1)CCCC2)Nc1ccc(Cl)cc1F,-26.7,9.2,0.8,4.9,1.1,3.5,-4.5,-0.1,15.4,-3.5
Brc1ccc(N=NNc2ccccc2)cc1,15.2,9.8,1.1,5.8,6.5,-0.9,0.5,i,34.6,2.7
Cc1ccc(-c2nnc(Nc3ccc4c(c3)nc(C)n4C)c3ccccc23)cc1,-7.2,-12.3,-0.6,13.7,7.7,15.7,10.3,6.2,4.9,-0.1
COC(=O)C(=O)/C=C(\O)c1c(C)cc(C)cc1C,nt,-1.6,-0.6,-5.1,-4.4,-7.8,2.1,-0.6,17.5,0.8
COc1ccc(C2=Nn3c(nnc3-c3ccncc3)SC2)cc1,-2.2,-11.4,nt,0.4,6.2,6.8,-2.0,i,-22.6,-2.5
CCOC(=O)c1c(C)n(C)c2ccc(OC)c(NC(=O)CN3CCN(Cc4ccccc4)CC3)c12,-4.8,-8.4,nt,-4.5,3.2,0.4,11.0,-0.5,26.9,-3.9
CS(=O)(=O)c1ccc([C@@H](O)[C@@H](CF)NC(=O)C(Cl)Cl)cc1,-12.9,0.8,1.7,-2.7,-6.8,1.1,1.7,-1.1,nt,nt
O=C(O)CCc1nnc(SCC(=O)Nc2ccc(Br)cc2)[nH]c1=O,-6.2,14.5,-3.1,-0.4,-4.5,-2.9,4.0,-0.5,1.7,4.3
COCCn1c(SCc2ccc(OC)c(F)c2)nnc1-c1ccncc1,-22.4,5.8,-1.8,7.9,10.1,6.5,5.4,i,25.9,-1.9
CC(=O)c1cc(-c2ccccc2)n(CC(=O)Nc2cc(C)cc(C)c2)c1C,-28.6,7.4,nt,29.3,4.6,-5.5,-24.4,-1.0,-4.5,0.8
O=C1NC(=O)C(=Cc2ccc(SC3CCCCC3)o2)C(=O)N1,-15.1,10.1,-0.5,-3.1,5.8,-12.0,-48.9,2.0,6.0,1.6
COC(=O)CSc1nnc(CNC(=O)c2cccs2)n1-c1cc(OC)ccc1OC,-2.0,nt,0.5,1.3,nt,-2.2,1.8,-0.3,11.6,-3.9
Cc1ccccc1OCC(=O)Nc1cccc2nsnc12,-9.3,4.5,nt,-2.1,-1.2,-8.1,-8.6,-0.1,35.8,-2.8
Cc1ccc(C)c(NS(=O)(=O)c2ccc3[nH]c(=O)oc3c2)c1,0.1,2.3,-0.1,-11.2,10.5,-3.9,-16.8,-0.3,-6.0,1.4
Cc1cccc(C(=O)OC(C)C(=O)Nc2ccc(S(=O)(=O)Nc3ncccn3)cc2)c1C (configuration not stated),5.8,-3.0,0.1,8.5,-4.5,-5.0,-0.6,i,nt,nt
O=C(O)Cc1ccc(C(=O)c2ccc(Cl)cc2Cl)s1,-36.8,3.8,0.5,1.9,-6.1,8.7,-11.3,-0.5,-6.3,4.0
Cc1nc(-c2ccc(Cl)cc2)sc1C1(C)CC(c2cccc(F)c2)=NO1 (configuration not stated),-11.4,1.8,0.2,4.7,10.4,-4.8,5.5,i,18.7,nt
CCOC(=O)C1=C2NC(=O)c3ccccc3N2C(=O)C1,-3.6,1.0,0.4,0.0,2.5,6.0,132.1*,i,-2.0,3.9
O=C(NCCC1CCCCN1S(=O)(=O)c1cccs1)C(=O)Nc1cccc(F)c1 (configuration not stated),-4.0,2.0,0.9,14.4,-2.6,-8.8,-5.5,-5.9,nt,nt
O=c1[nH]c(=S)n(Cc2ccc(F)cc2)c(O)c1/C=N/N1CCCCCC1,nt,3.3,nt,3.7,-11.4,-9.7,-20.6,i,25.3,2.6
# More entries:
SMILES,PriA SSB inh,PrPC TRFRET,TcdB GH inh,Yp Topo-I inh,CCHFV vOTU inh,Rv3671c protease,MazEF act,BH1578 lux ind,VHR inh abs,SARS 3CLpro inh
Cn1c(N)c(C(=O)c2cc(-c3ccncc3)nc3ccccc23)c(=O)n(C)c1=O,-2.2,-2.9,2.2,0.1,-6.9,-3.5,3.1,-0.7,26.2,0.3
Cc1c(/C(O)=C2/C(=O)C(=O)N(CCN3CCOCC3)C2c2cccnc2)cnn1-c1ccccc1 (configuration not stated),nt,1.8,nt,4.3,6.3,-1.2,-1.9,6.2,3.5,-0.2
COC(=O)C1CSC(C(=O)OC)N1C(=O)CN1CC(C)OC(C)C1 (configuration not stated),3.8,-8.1,nt,-5.3,-3.7,-9.4,-4.8,1.0,-9.0,4.4
CC(C)NC(=O)C1(C)CCN1C(=O)c1ccccc1 (configuration not stated),nt,-8.7,0.8,6.7,-3.4,nt,nt,-0.4,nt,nt
O=C(NC(=S)NCCC1=CCCCC1)c1ccccc1Br,-38.7,7.8,1.1,24.0,5.1,-2.7,0.6,i,15.8,0.8
Cc1csc(Sc2ccc([N+](=O)[O-])cc2C(=O)OCC(=O)NC(=O)NC(C)(C)C)n1,26.5,7.2,nt,5.1,8.5,-1.4,1.1,-0.5,6.3,1.1
COC(=O)c1cn(-c2cccc(C)n2)cn1,-4.5,-2.1,0.0,1.4,-3.8,3.7,-4.5,-1.6,5.6,3.6
CC(C)NC(=O)Nc1cccc(Cl)c1,0.4,1.6,1.2,7.9,2.5,-0.6,1.5,-0.6,4.9,4.3
CN(Cc1ccccc1)C(=O)c1cnc2n(c1=O)CCS2,-11.6,2.7,nt,0.2,5.1,1.9,4.9,2.2,-3.3,-0.4
COc1ccc(CCN2C(=O)CCC2(C)C(=O)NC2CCCC2)cc1OC (configuration not stated),-3.7,-4.7,1.2,0.6,-6.6,6.9,6.7,0.4,-1.8,-6.6
CC(=O)OCC1OC(n2ccc(=O)[nH]c2=O)C(O)C1O (configuration not stated),-12.9,7.8,nt,11.7,-6.5,4.0,5.3,i,36.3,0.0
CC(=O)Nc1ccc(S(=O)(=O)Nc2ccc(Cl)nn2)cc1,-13.6,-7.2,nt,4.1,0.7,0.5,1.6,-0.1,4.3,6.8
O=C(CSc1nc2ccccc2nc1N1CCCC1)Nc1ccc(Cl)cc1,-10.3,8.5,1.2,5.7,-5.2,2.9,1.7,-0.3,33.0,2.8
COc1ccc(NC(=O)c2ocnc2C)cc1OC,0.0&-1.3,nt,0.6,4.4,nt,5.6,6.5,-0.4,15.1,-3.0
Cc1ccc(-n2nc3c(c2NC(=O)c2cccs2)CS(=O)(=O)C3)cc1,-12.2,-1.6,-0.5,2.2,11.4,10.2,8.8,-0.5,29.8,4.5
O=C(CC1S/C(=N\S(=O)(=O)c2ccc(F)cc2)N(c2ccccc2)C1=O)Nc1ccccc1 (configuration not stated),nt,5.6,nt,-0.8,4.8,-15.9,-10.5,-0.2,1.7,3.0
COc1ccc(Cc2nc(-c3cccs3)no2)cc1OC,-26.0,9.0,-4.3,16.8,30.6*,-9.4,3.3,-0.2,17.0,-4.7
CC[N+](CC)(CC)C/C(N)=N/O,nt,-4.2,nt,3.4,11.3,1.5,-1.4,-0.3,17.7,1.2
CCN1CCCC1CN(Cc1cc2ccc(C)cc2[nH]c1=O)C(=S)Nc1cccc(OC)c1 (configuration not stated),4.2,-12.1,nt,-1.9,-5.3,-2.0,-2.6,-0.2,21.3,5.3
Oc1c(Cl)cc(Cl)cc1C(C#Cc1ccccc1)N1CCOCC1 (configuration not stated),-32.7,-4.0,nt,23.9,-0.7,-13.3,-14.7,i,12.7,8.0
COC(CNC(=O)C(C)n1nc(C)c2ccccc21)OC (configuration not stated),-6.4,3.9,-1.6,1.9,-14.8,2.1,7.5,i,22.3,-1.0
O=C(Nc1cccc2c1CCCC2)c1ccccc1Cl,-4.0,4.8,0.5,6.9,-3.0,2.2,6.1,i,13.4,0.6
O=C(Nc1cccc2cccnc12)c1cccnc1,-19.7,-0.8,1.4,9.8,2.5,4.8,4.5,-0.2,20.8,-3.2
O=S(=O)(Nc1ccc(O)c(Sc2nc3ccccc3s2)c1)c1ccc(Cl)cc1,12.8,4.0,nt,-2.6,12.4,-56.9,-4.7,-0.4,-8.4,6.0
Cc1ccc(N=Nc2c(C)[nH]n(C(N)=S)c2=O)cc1C,-3.6,-0.8,nt,-0.5,-0.9,11.0,1.9,-0.2,-0.8,1.6
# (further entries)
SMILES,PriA SSB inh,PrPC TRFRET,TcdB GH inh,Yp Topo-I inh,CCHFV vOTU inh,Rv3671c protease,MazEF act,BH1578 lux ind,VHR inh abs,SARS 3CLpro inh
C=C(C)COc1ccc2oc(C)c(C(=O)OCCOC)c2c1,-73.7,6.2,nt,18.4,2.3,1.3,-0.8,1.3,19.4,-1.0
COc1ccc(OC)c(S(=O)(=O)NCCO)c1,-26.2,-3.5,nt,2.9,4.9,-8.2,-9.4,7.7,6.1,1.2
CC12CC3CC(C)(C1)CC(C(=O)Nc1nn[nH]n1)(C3)C2,1.8,-3.1,nt,-0.2,-3.9,5.9,-3.8,i,8.1,-1.2
Cc1ccc2nc(C)c3c(c2c1)N(c1ccccc1)CC3,-11.1,3.3,2.3,0.1,2.4,13.2,10.5,-0.4,-10.3,6.3
O=c1c2cc(F)ccc2[nH]c(=S)n1Cc1ccc(F)cc1,1.6,1.1,-2.4,-0.1,-3.3,-8.6,-1.2,0.8,22.5,4.1
CCc1ccc(NC(=O)CSc2nc3ccsc3c(=O)n2CCC(=O)O)cc1,0.7,-1.0,0.5,-2.8,12.8,7.1,-5.7,i,8.0,5.8
